Bioassay records: PubChem, several laboratories
HDAC3 inh: human HDAC3 inhibition; O15379; recombinant HDAC3, fluorogenic peptide/trypsin coupled, fluorescence; inhibition, % at 8.3 µM; actives 0.15% (n = 320,000); AID 2718; in the data active means inhibition above about 26%, passing the limit was not always enough; inconclusive means no clear call, values can overlap the other calls
Target sequence (O15379 whole entry, looked up): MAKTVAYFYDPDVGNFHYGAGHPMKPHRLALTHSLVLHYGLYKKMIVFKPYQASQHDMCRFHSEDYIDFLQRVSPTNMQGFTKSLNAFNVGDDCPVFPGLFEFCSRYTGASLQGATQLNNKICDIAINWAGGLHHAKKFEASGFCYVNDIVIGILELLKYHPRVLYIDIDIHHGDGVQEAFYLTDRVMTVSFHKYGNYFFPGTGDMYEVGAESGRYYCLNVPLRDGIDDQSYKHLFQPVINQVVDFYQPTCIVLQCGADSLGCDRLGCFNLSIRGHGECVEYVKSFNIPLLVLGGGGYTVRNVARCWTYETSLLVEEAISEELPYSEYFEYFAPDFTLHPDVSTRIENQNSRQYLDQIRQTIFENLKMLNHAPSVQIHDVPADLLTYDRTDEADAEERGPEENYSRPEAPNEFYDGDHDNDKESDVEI
KCNK3 block: human KCNK3 channel inhibition, primary screen. B-score at 10 µM. actives 0.84% (n = 340,000). CHO-KCNK3 thallium flux, FluxOR fluorescence; hits give low values. O14649;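 active means B-score under library mean minus 4 SD, starting fluorescence ratio at most library mean plus 5 SD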;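 further: more negative B-score means stronger inhibition of thallium flux through KCNK3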
Target sequence (O14649 whole entry, looked up): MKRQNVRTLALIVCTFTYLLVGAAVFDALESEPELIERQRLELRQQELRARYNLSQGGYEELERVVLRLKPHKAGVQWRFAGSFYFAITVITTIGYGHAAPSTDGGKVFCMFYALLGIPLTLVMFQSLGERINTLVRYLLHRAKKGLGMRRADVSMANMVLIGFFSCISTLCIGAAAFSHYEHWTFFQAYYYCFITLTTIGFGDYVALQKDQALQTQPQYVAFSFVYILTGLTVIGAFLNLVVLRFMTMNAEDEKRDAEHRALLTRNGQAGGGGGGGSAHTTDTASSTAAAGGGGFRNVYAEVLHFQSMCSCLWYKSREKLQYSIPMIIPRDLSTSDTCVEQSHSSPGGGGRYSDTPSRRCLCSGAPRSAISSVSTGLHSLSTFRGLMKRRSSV
KCNQ1 block: human KCNQ1 channel inhibition | B-score at 10 µM | actives 1.3% (n = 310,000) | CHO-K1 KCNQ1, FluxOR thallium flux fluorescence; hits give high values | AID 2642;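 active means compounds whose thallium flux B-score, printed positive for inhibition, exceeds three library SD while starting fluorescence stays within three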;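 further: channel opened by potassium depolarization with thallium stimulus after 20 min compound exposure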
RGS4 act: potentiators or activators of RGS4; HEK293 M3R/inducible RGS4, carbachol calcium flux Fluo4; hits give low values; actives 0.92% (n = 310,000); B-score at 10 µM;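 active means B-score of the integrated calcium signal more than 4 SD below the library mean, with starting fluorescence not abnormally high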;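 further: negative B-score means reduced calcium response which marks RGS4 activation or potentiation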
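Material: Inducible-RGS4 HEK293 cells carrying M3 receptor; also added: carbachol at ECmax as muscarinic agonist stimulus; incubation: compound preincubation 20 min at room temperature before agonist; signal: Fluo4-AM (2 µM) calcium-flux fluorescence, kinetic read; measure: integrated calcium ratio converted to B score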
Dyrk1A ADPGlo: blocks rat Dyrk1A kinase activity; actives 0.43% (n = 310,000); ADP-Glo luminescence, NFATc1 peptide; inhibition, % at 12.5 µM; Q63470; in the data active means inhibition above about 50%;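 further: plate controls were vehicle with enzyme for no effect and no enzyme for full effect; many of its hits are not listed in these tables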
GSK3 alpha inh: inhibitors of human GSK-3 alpha kinase; ADP-Glo luminescence, 60 min; inhibition, % at 10 µM; actives 0.1% (n = 320,000); AID 2650;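 in the data active means inhibition above about 50%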;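 further: GST-tagged GSK-3 alpha with peptide substrate and 25 µM ATP; 0% = DMSO neutral wells and 100% = GW8510 positive control wells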
KCNK9 block: inhibitors of human KCNK9 two-pore domain potassium channel | B-score at 10 µM | HEK293 KCNK9, FluxOR thallium flux fluorescence; hits give low values | Q9NPC2 | actives 1.2% (n = 310,000);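 active means ratio B-score over 3 SD below the library mean, with starting fluorescence within 5 SD of its mean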;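 further: negative B-score means less thallium flux so channel inhibition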
GSK3beta inhib: blocks human GSK3beta kinase activity; actives 0.038% (n = 300,000); GST-GSK3beta kinase, ADP-Glo luminescence, 60 min; hits give low values; AID 2097; activity score (negative = inhibition), % at 10 µM; P49841;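 active means more than half of replicate wells score below -50%, meaning over 50% inhibition versus plate controls; inconclusive means some replicates but at most half score below -50%; inactive means no replicate scores below -50%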;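 further: 0% = median DMSO wells and -100% = median GW8510 positive control wells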
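test system = GST-tagged human GSK3beta kinase, cell-free | reagent = 25 µM ATP with peptide substrate | dosing = one dose of 10 µM per compound | schedule = 60 min reaction, RT | detection = luminescent ADP-Glo measurement of ADP formed | control set = DMSO neutral wells and GW8510 at 20 µM as positive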
hERG protect: compounds protecting human hERG from proarrhythmic drug block. Q12809. CHO-hERG, FluxOR thallium flux, dofetilide IC70 present. activation (rescue from dofetilide block), less the hit threshold, % at 10 µM. actives 0.51% (n = 310,000);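 active means activation above the mean of controls blocked by dofetilide plus 5 SD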;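 further: thallium influx through hERG after potassium depolarization seen as dye fluorescence rise; in these data hits start at about 4.7%; inactives centre near -7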
KCNQ1 act: human KCNQ1 channel potentiation or activation. AID 2648. B-score at 10 µM. P51787. actives 0.35% (n = 310,000). CHO-K1 KCNQ1, thallium flux FluxOR fluorescence; hits give high values;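 active means fluorescence ratio B-score, a plate-corrected score, at least three library SD, with initial intensity B-score within 5 SD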
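Assay system: CHO-K1 cells stably expressing KCNQ1. Medium: assay buffer for compound exposure, DMSO matched across wells. Timing: 37 °C overnight plating, 90-min dark dye load, 20-min compound pretreatment. Signal: kinetic FluxOR fluorescence, 10 s baseline plus 110 s post-stimulus.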
PolyA inh: blocks polyadenylation in yeast reporter cells. AID 1875. S. cerevisiae SKY197-pL101 polyadenylation reporter, beta-gal luminescence; efflux-impaired pdr1/pdr3 knockout yeast; score 100 = 6 SD above DMSO. actives 0.02% (n = 300,000). calls only at 12 µM;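 active means lowest replicate activity score at least 50, where 100 means six control SD above control mean; inconclusive means lowest score under 50 but half or more replicates reach 50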;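 further: yeast exposed to compound for 9 h at 30 °C; higher score means more reporter readthrough which indicates perturbed polyadenylation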
The depositor's hits bear a star; i = inactive; ? = inconclusive; · = not tested or not shown. An excerpt, so the mix of outcomes need not match the whole.

Compound	RGS4 act	KCNQ1 act	KCNQ1 block	GSK3 alpha inh	KCNK9 block	KCNK3 block	GSK3beta inhib	hERG protect	PolyA inh	Dyrk1A ADPGlo	HDAC3 inh
COc1ccc(OC)c(C(=O)c2coc3ccc(O)c(CN(C)C)c23)c1	i	i	i	0	i	i	3	-1	i	-3	4
Cc1ccc2nc3c(c(C(=O)OC4CCOC4=O)c2c1)CCCC3 (centres undefined)	i	i	i	2	i	i	1	-10	i	28	-11
CC1CCCC(C)N1C(=O)COc1ccccc1F (centres undefined)	i	i	i	0	i	i	1	-3	i	-7	10
Cc1oc(-c2ccccc2)nc1C(=O)N1CCN(c2ccc(F)cc2)CC1	i	i	i	-2	i	i	9	-6	i	·	1
c1ccc2sc(SCSc3nc4ccccc4s3)nc2c1	i	i	i	4	-13*	i	-1	-9	i	5	3
COc1ccc(-c2cc(C(F)(F)F)nc(SCC(N)=O)n2)cc1	i	i	i	3	i	i	0	3	i	-2	-15
COc1cc(/C=N/NC(=O)c2ccncc2)ccc1OCC(=O)Nc1cccc([N+](=O)[O-])c1	i	i	i	-2	i	i	-4	-1	i	12	-11
O=c1cc(CSc2n[nH]c(-c3ccncc3)n2)nc2sccn12	i	i	i	3	i	i	-2	-6	i	1	6
Cc1cc(C)cc(NC(=S)N(CCN(C)C)Cc2cccs2)c1	i	i	i	0	i	i	3	-3	i	-3	-7
CCSc1ncc(C#N)c(=O)[nH]1	i	i	i	-2	i	i	-3	-2	i	·	2
Cn1nnnc1NCc1ccccc1F	i	i	i	0	i	i	-5	-2	i	·	0
CC(OC(=O)c1nn(C)c(=O)c2ccccc12)C(=O)NCc1ccc2c(c1)OCO2 (centres undefined)	i	i	i	·	i	i	0	-17	i	4	-6
Cc1ccc(S(=O)(=O)N2CCN(C(=O)COC(=O)CCOc3cc(C)ccc3C)CC2)cc1	i	i	i	-3	i	i	-1	-9	i	-3	-5
O=C(Cn1nc(C(F)F)cc1C(F)F)NNC(=S)Nc1ccc(F)cc1	i	i	i	-1	i	i	·	-11	i	5	10
CC1(C)Cc2cccc(OCC(=O)NCCOc3ccccc3)c2O1	i	i	i	3	i	i	-1	-11	i	-1	8
COc1ccc(CCN2CC(C(=O)Nc3ccc4c(c3)OCO4)CC2=O)cc1OC (centres undefined)	i	i	i	-3	i	i	0	-9	i	-1	0
COc1ccc(S(=O)(=O)N(C)C)cc1NC(=O)COC(=O)c1nc2nccc(C)n2n1	i	i	i	-2	i	i	1	-7	i	8	·
Cc1cccc(C(C)C)c1NC(=O)Cc1ccc(S(=O)(=O)N2CCOCC2)s1	i	i	i	1	i	i	2	-13	i	-1	1
Cc1c(OCC(=O)NCc2ccccn2)ccc2c(-c3ccccc3)cc(=O)oc12	i	i	i	0	i	i	4	-3	i	-3	0
Cc1cc(N/N=C/c2cccc([N+](=O)[O-])c2)nc(-n2nc(C)cc2C)n1	i	i	i	-2	i	i	-22	-4	i	·	0
Cc1cccc(C)c1NC(=O)CNC(=O)CNC(=O)c1ccc2c(c1)OCO2	i	i	i	-3	i	i	1	-12	i	-2	7
CCN(CC)CCNC(=O)Cn1nc(Cc2ccncc2)c2ccccc2c1=O	i	i	i	-4	i	i	-4	-6	·	-7	-6
COc1cc(C(=O)NCc2cccc(Cl)c2)ccc1OCC(=O)N1CCOCC1	i	i	i	-2	i	i	2	-10	i	-1	-4
Cc1ccc(NS(=O)(=O)c2ccc3c(c2)CC(=O)N3)c(C)c1	i	i	i	-4	i	i	1	-7	i	-3	?
CCOC(=O)c1c(S(=O)(=O)N2CCCC(C(=O)Nc3ccc(C)cn3)C2)c(C)n(C)c1C (centres undefined)	i	i	i	6	i	i	-20	-8	i	-4	6
Cc1cc(Nc2cccc(Br)c2)c2ccccc2n1	i	i	i	1	i	i	-1	-13	i	·	1
CCOC(=O)c1c(S(=O)(=O)Nc2ccc(F)cc2Cl)c(C)n(C)c1C	i	i	i	2	i	i	3	-1	i	0	-1
Cc1cc(C)nc(N2CCN(S(=O)(=O)c3ccc(F)cc3)CC2)n1	i	i	i	-2	i	i	0	0	i	·	10
CCCn1c(N)c(C(=O)CSc2nnc(Cc3ccccc3)o2)c(=O)n(C)c1=O	i	i	i	-5	i	i	-4	-5	i	6	1
CCn1ccnc1CN1CCC(CO)(CCOc2ccccc2)CC1	i	i	i	-1	i	i	0	-5	i	0	6

The closing 2 compounds of the section before lead into the next:
Compound	RGS4 act	KCNQ1 act	KCNQ1 block	GSK3 alpha inh	KCNK9 block	KCNK3 block	GSK3beta inhib	hERG protect	PolyA inh	Dyrk1A ADPGlo	HDAC3 inh
CCCn1c(N)c(C(=O)CSc2nnc(Cc3ccccc3)o2)c(=O)n(C)c1=O	i	i	i	-5	i	i	-4	-5	i	6	1
CCn1ccnc1CN1CCC(CO)(CCOc2ccccc2)CC1	i	i	i	-1	i	i	0	-5	i	0	6
N#CCc1ccc(OC(=O)c2cccnc2)cc1	i	i	i	5	i	i	-1	-7	i	13	1
CCN(C(=O)c1ccc(S(=O)(=O)N2CCOCC2)cc1)C1CCS(=O)(=O)C1 (centres undefined)	i	i	i	·	i	i	1	-3	i	-9	·
O=C(N/N=C/c1ccc2c(c1)OCO2)C1COc2ccccc2O1 (centres undefined)	i	i	i	-6	i	i	1	-4	i	1	5
CC(=O)OC(C)(C)C#CCN1CCCC1	i	i	i	2	i	i	3	-10	i	-3	-2
O=C(CCC1CCCN(c2ncccn2)C1)NCc1ccc(F)c(F)c1 (centres undefined)	i	i	i	-1	i	i	-3	-7	i	-2	6
O=c1[nH]c(CSc2ncc(-c3ccc(F)cc3)n2Cc2ccco2)nc2ccccc12	i	i	i	-2	i	i	0	-10	i	21	2
CCOc1ccc(N(CC(=O)OC)S(=O)(=O)c2c(C)noc2C)cc1	i	i	i	0	i	i	4	-10	i	7	10
O=C(c1cnccn1)N1CCN(c2ccccc2)CC1	i	i	i	0	i	i	0	0	i	3	4
COC1CC(C)NC(=S)N1 (centres undefined)	i	i	i	-4	i	i	1	-4	i	0	3
COC(=O)C1=C(C)NC(=O)NC1c1ccc(N2CCC(c3ccccc3)=N2)cc1 (centres undefined)	i	i	i	2	i	i	-2	-10	i	-2	4
O=C(Nc1ccc(S(=O)(=O)N2CCCCC2)cc1)C1CCN(C(=O)c2ccc(F)cc2)CC1	i	i	i	1	i	i	0	-10	i	19	·
CC(C)NC(=O)NC(=O)COC(=O)c1ccc([N+](=O)[O-])cc1Cl	i	i	i	-1	i	i	0	-11	i	-2	-1
COc1ccc(C(=O)Nc2nc(C)c(C)s2)cc1OC	i	i	i	-3	i	i	-1	-3	i	2	0
CCC(=O)c1ccc(N2CCN(S(=O)(=O)c3ccccc3)CC2)c(F)c1	i	i	i	-2	i	i	-2	-11	i	-1	-2
CCOc1ccc(C(=O)NCC(=O)OCc2cc(C(C)=O)ccc2OC)cc1	i	i	i	2	i	i	0	-6	i	0	-1
O=C(c1ccco1)N1CCN(Cc2cccc(C(F)(F)F)c2)CC1	i	i	i	0	i	i	1	-5	i	1	4
COc1ccc(NC(=O)C(=O)NCC2CCCN2S(=O)(=O)c2ccc(C)cc2)cc1 (centres undefined)	i	i	i	-5	i	i	-1	-8	i	10	-1
Cc1cccc(Oc2nc3ccccn3c(=O)c2/C=C(\C#N)C(=O)NC2CCS(=O)(=O)C2)c1C (centres undefined)	i	i	i	-1	i	i	2	-4	i	-1	-29
Cc1ccc(C(=O)OCC(=O)c2c[nH]c3ccccc23)cc1	i	i	i	-4	i	i	3	-5	i	-9	-1
COc1ccc(OC)c(NC(=O)CSc2ccc(-c3cccnc3)nn2)c1	i	i	i	3	i	i	1	-6	i	-3	-1
O=C(OC1CCOC1=O)c1cc(-c2cccs2)nc2ccccc12 (centres undefined)	i	i	i	-1	i	i	5	-20	i	14	-14
CNc1ccccc1C(C)(C)c1ccn[nH]1	i	i	i	-4	i	i	1	-4	i	3	-12
COc1ccc(CN2C3CCCC2CC(NC(=O)/C=C/c2ccccc2)C3)cc1 (centres undefined)	i	i	i	0	i	i	2	-6	i	9	-11
CC1(C)CC(=O)C(c2c[nH]c3ccccc23)C(=O)C1	i	i	i	-5	i	i	1	-2	i	1	-1
CCCCCCCc1c(C#N)c(N)[nH]c(=S)c1C#N	i	i	7*	4	i	i	-1	-19	i	·	7
O=C(c1ccc2ccccc2c1)C1CCCN(C(=O)c2noc3c2CCCC3)C1 (centres undefined)	i	i	i	-4	i	i	-3	-19	i	-1	1
C#CCSc1ncc(-c2ccccc2)cn1	i	i	i	0	i	i	-3	-9	i	-3	-1
COc1ccc(C2NC(=O)C(C)S2)cc1 (centres undefined)	i	i	i	-3	i	i	0	-13	i	-2	2
CCOc1ccc(N(CC)C(=O)CCNC(=O)Cn2ccc3ccccc3c2=O)cc1	i	i	i	-1	i	i	2	-11	i	-6	4
COCCCN(C(=O)CCOc1ccc(C)cc1)c1c(N)n(Cc2ccccc2)c(=O)[nH]c1=O	i	i	i	-2	i	i	-3	-12	i	-1	2
CCOc1ccccc1NC(=O)CCC(=O)Nc1ccc2nc(N3CCN(C)CC3)cc(C)c2c1	i	i	i	1	i	i	-3	-10	·	2	-2
Cc1cc(-n2c(C)cc(C(=O)CSc3nc4ccccc4c(=O)n3Cc3ccco3)c2C)no1	i	i	i	0	i	i	0	-6	i	-3	12
Cc1ccc(-c2nc(CS(=O)CC(=O)NCCN3CCCCCC3)c(C)o2)cc1 (centres undefined)	i	i	i	0	i	i	-2	-10	i	-3	3
O=C(c1cc(-c2ccccc2)on1)N1CCCCCC1	i	i	i	-2	i	i	0	-4	i	-1	4
O=C(Nc1cc(S(=O)(=O)N2CCOCC2)ccc1O)c1ccco1	i	i	i	-3	i	i	2	-3	i	-6	6
COc1ccccc1N1CCN(C(=O)c2cc(-c3ccc(Br)cc3)on2)CC1	i	i	i	0	i	i	-1	-8	i	8	-5
